GAA850 FXN act – FXN promoter activators, primary screen, cell-based, luciferase luminescence, HEK293 lucGAA850. HEK293 lucGAA850 FXN promoter luciferase reporter, 24 h; percent of 10 µM SAHA response. activation, % at 6 µM. 360,000 tested, 0.56% active. AID 540364, 2011;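 active means activation above the average of all compounds screened plus 3 SD, cutoff fixed separately per campaign, cut at about 7.5% in these data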;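 further: 0% = DMSO wells and 100% = 10 µM SAHA wells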
hcDAF12 agonist – H. contortus DAF-12 nuclear receptor activators, primary screen, cell-based, luminescence, HEK293, lit1-tk-luc reporter; HEK293 hcDAF-12 lit1-tk-luc reporter; 0% DMSO, 100% Δ7-dafachronic acid; activation, % at 6.8 µM; 370,000 tested, 1.4% active;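 active means activation above the mean of all tested compounds plus 3 SD, cut at about 5.5% in these data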;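 further: 100% = response to 3 µM Δ7-dafachronic acid high control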
SMARCA2 activ – SMARCA2 (BRM) function activators, primary screen, cell-based, luminescence, high throughput; MG213 cells, MMTV-luciferase reporter, dexamethasone, overnight; activation, % at 9.1 µM; 370,000 tested, 1% active; AID 652017, 2013; in the data active means activation above about 7.8%;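 further: 0% = vehicle wells and 100% = reference activator wells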
ADAM10 inh – human ADAM10 inhibitors, primary screen, biochemical, QFRET, HTS; Disintegrin and metalloproteinase domain-containing protein 10 (Homo sapiens), O14672; recombinant ADAM10, EDANS/DABCYL FRET peptide cleavage, 3 h; inhibition, % at 7 µM; 370,000 tested, 0.62% active; AID 720582, 2013;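 active means inhibition above a per-campaign cutoff equal to the mean of compounds falling between control-based bounds plus 3 SD, cut at about 20% in these data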;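 further: 0% = DMSO wells while the 100% control is not disclosed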
Target sequence (O14672 214-748 limits assumed): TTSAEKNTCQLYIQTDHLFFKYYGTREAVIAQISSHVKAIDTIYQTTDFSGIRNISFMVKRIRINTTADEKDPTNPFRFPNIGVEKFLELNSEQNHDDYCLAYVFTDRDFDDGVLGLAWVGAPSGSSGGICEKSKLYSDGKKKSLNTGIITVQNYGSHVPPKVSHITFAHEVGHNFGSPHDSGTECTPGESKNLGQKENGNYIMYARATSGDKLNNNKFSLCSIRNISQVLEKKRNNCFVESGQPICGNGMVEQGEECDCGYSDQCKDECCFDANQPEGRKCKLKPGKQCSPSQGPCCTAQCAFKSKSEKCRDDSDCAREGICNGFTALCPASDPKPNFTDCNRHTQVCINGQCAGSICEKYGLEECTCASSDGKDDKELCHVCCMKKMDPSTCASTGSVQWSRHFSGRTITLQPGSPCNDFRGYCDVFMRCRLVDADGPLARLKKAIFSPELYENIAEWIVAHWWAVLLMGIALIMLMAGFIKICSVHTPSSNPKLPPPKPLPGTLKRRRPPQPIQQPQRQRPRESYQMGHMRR
GC-A act – GC-A stimulated cGMP production enhancers – HEK293 GC-A cells, cGMP TR-FRET, EC30 ANP, primary screen | Atrial natriuretic peptide receptor 1 (Homo sapiens), P16066 | 0% at EC30 ANP, 100% saturating ANP | activation, % at 10 µM | 370,000 tested, 0.14% active; in the data active means activation above about 40%
DAX1 inh-1 – DAX1 (NR0B1) inhibitors, primary screen, cell-based, HEK293, Gal4-DAX1, luciferase luminescence. inhibition, % at 6.75 µM. Nuclear receptor subfamily 0 group B member 1 (Homo sapiens), P51843. AID 504766, 2011. HEK293 Gal4-DAX1 luciferase reporter. 340,000 tested, 0.99% active;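 active means inhibition above the mean over all tested compounds plus 3 SD, cut at about 4.2% in these data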;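 further: 0% = DAX1-transfected cells with DMSO and 100% = empty-vector control cells with DMSO; inhibition shows as a rise in luminescence from relieved DAX1 repression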
Target sequence (P51843 207-470 limits assumed): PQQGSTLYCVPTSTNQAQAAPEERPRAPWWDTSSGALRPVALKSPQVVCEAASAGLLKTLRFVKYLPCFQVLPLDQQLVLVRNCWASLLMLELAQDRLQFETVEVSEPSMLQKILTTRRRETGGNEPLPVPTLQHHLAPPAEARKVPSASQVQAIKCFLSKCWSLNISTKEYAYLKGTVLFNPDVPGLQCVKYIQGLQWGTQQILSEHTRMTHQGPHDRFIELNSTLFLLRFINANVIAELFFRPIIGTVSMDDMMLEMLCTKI
PG9 Ab binder – binders of HIV-1 gp120 antibody PG9, primary screen, biochemical, TR-FRET. TR-FRET gp120-PG9 antibody binding. inhibition, % at 6.7 µM. 360,000 tested, 0.43% active. AID 624416, 2012; in the data active means inhibition above about 8.5%
DAX1 inh-2 – DAX1 (NR0B1) inhibitors on StAR promoter, primary screen, cell-based, luminescence, SF-1 (NR5A1), full-length DAX-1. HEK293T StAR-luciferase reporter, SF-1/DAX-1 repression relief. inhibition, % at 6.8 µM. 370,000 tested, 1.1% active. AID 652010, 2013;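 active means inhibition above the mean over all tested compounds plus 3 SD, cut at about 3.6% in these data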;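 further: 0% = DAX-1 cells with DMSO and 100% = cells lacking DAX-1 with DMSO; higher inhibition means more luminescence from relief of DAX-1 repression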
ssDAF12 agonist – S. stercoralis DAF-12 nuclear receptor activators, primary screen, cell-based, luminescence, HEK293, GRIP1 co-expression, lit1-tk-luc; Nuclear hormone receptor DAF-12 (Strongyloides stercoralis); HEK293 ssDAF-12/GRIP1 lit1-tk-luc reporter; % of 3 µM dafachronic acid response; activation, % at 6.8 µM; 370,000 tested, 1% active; AID 652126, 2013;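 active means activation above the mean over all tested compounds plus 3 SD, cut at about 0.9% in these data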;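 further: 0% = DMSO-only wells and 100% = 3 µM delta7-dafachronic acid wells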
ADAM17 inh – ADAM17 inhibitors, primary screen, biochemical, QFRET. recombinant ADAM17, EDANS/DABCYL FRET peptide cleavage. Disintegrin and metalloproteinase domain-containing protein 17 (Homo sapiens), P78536. 370,000 tested, 0.83% active. inhibition, % at 6.95 µM;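 active means inhibition above the mean of compounds lying between control limits plus 3 SD, set per campaign, cut at about 8.5% in these data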;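 further: 0% = DMSO-only wells as the low control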
hgDAF-12 ag – H. glycines DAF-12 receptor agonists, primary screen, cell-based, luminescence, HEK293, GAL4 fusion, UAS-luciferase | Nuclear hormone receptor DAF-12 (Heterodera glycines), GAL4 fusion | activation, % at 6.8 µM | 370,000 tested, 1.8% active | HEK293 GAL4-hgDAF12 UAS-luciferase reporter, agonist luminescence; normalized to butyrate control;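 active means activation above a cutoff set at the mean of all screened compounds plus 3 SD, cut at about 10% in these data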;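 further: 0% = DMSO wells and 100% = sodium butyrate wells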
* hit, by the source's call; x = no result given.

SMILES	GAA850 FXN act	hcDAF12 agonist	SMARCA2 activ	ADAM10 inh	GC-A act	DAX1 inh-1	PG9 Ab binder	DAX1 inh-2	ssDAF12 agonist	ADAM17 inh	hgDAF-12 ag
CC(c1ccncn1)N(C)Cc1nc(Cc2ccccc2F)no1 (configuration not stated)	-0.2	0.2	-5	3	1	-0.6	-0.5	0.1	-1.3	-2	0.2
O=c1c2ccccc2nnn1COc1cccc(Cl)c1	2.3	1.4	4	-11	-1	2.0	-0.2	1.7	-1.0	-3	13*
COc1ccc(/C=C(/NC(=O)c2ccccc2)C(=O)N2CCOCC2)cc1OC	0.7	-0.5	3	2	7	2.0	-2.8	0.0	-1.3	-1	0.5
COc1cc(OC)c(NC(=O)CCc2nc(-c3ccc(C)cc3)no2)cc1Cl	2.8	-1.6	1	4	6	1.5	-0.1	-0.2	-1.2	2	0.8
COc1ccc(C2(C(=O)N3CCOCC3)CCCC2)cc1	3.7	0.3	0	-1	3	1.0	-0.8	-0.5	-1.0	1	-0.2
COC(=O)c1c(NC(NC(=O)C(C)C)C(Cl)(Cl)Cl)sc2c1CCC2 (configuration not stated)	2.9	-4.2	-1	18	-12	-1.1	2.6	-0.3	-1.1	7	-4.0
Cc1cc(C(=O)Nc2nncs2)oc1C	1.5	-1.9	-2	-7	0	2.4	0.6	0.4	0.0	-2	2.2
Cc1[nH]n(C(N)=S)c(=O)c1N=Nc1ccc(S(=O)(=O)N2CCCCCC2)cc1	-1.5	0.4	6	13	0	-1.0	-4.6	-0.8	-1.2	1	-2.1
O=C1C(Cl)=C(N2CCCCCC2)C(=O)N1c1ccccc1Cl	3.2	1.3	0	-2	4	-0.6	-1.1	-0.5	-0.1	-2	0.6
CNc1ncc(C(=O)c2ccc(Cl)cc2)s1	5.1	2.9	3	-1	-3	0.9	2.6	1.5	-0.5	1	8.0
Cc1ccc(-c2cnc(C(O)c3cc(C)cc(C)c3)[nH]2)cc1 (configuration not stated)	0.8	-1.4	-2	-6	0	x	0.0	-1.1	-1.0	-1	-1.4
O=C(CSc1cccc[n+]1[O-])c1ccc(-c2ccccc2)cc1	4.2	3.5	2	11	3	1.2	-2.7	6.1*	-1.1	4	11*

Compound profiles (already shown). Order of values: GAA850 FXN act	hcDAF12 agonist	SMARCA2 activ	ADAM10 inh	GC-A act	DAX1 inh-1	PG9 Ab binder	DAX1 inh-2	ssDAF12 agonist	ADAM17 inh	hgDAF-12 ag
`COc1ccc(/C=C(/NC(=O)c2ccccc2)C(=O)N2CCOCC2)cc1OC` across the screens: 0.7	-0.5	3	2	7	2.0	-2.8	0.0	-1.3	-1	0.5
`COc1ccc(C2(C(=O)N3CCOCC3)CCCC2)cc1` across the screens: 3.7	0.3	0	-1	3	1.0	-0.8	-0.5	-1.0	1	-0.2
`Cc1[nH]n(C(N)=S)c(=O)c1N=Nc1ccc(S(=O)(=O)N2CCCCCC2)cc1` across the screens: -1.5	0.4	6	13	0	-1.0	-4.6	-0.8	-1.2	1	-2.1

An excerpt from above, reduced to ADAM10 inh, DAX1 inh-1 and ssDAF12 agonist:
Structure | ADAM10 inh | DAX1 inh-1 | ssDAF12 agonist
COC(=O)c1c(NC(NC(=O)C(C)C)C(Cl)(Cl)Cl)sc2c1CCC2 (configuration not stated) | 18 | -1.1 | -1.1
Cc1cc(C(=O)Nc2nncs2)oc1C | -7 | 2.4 | 0.0
Cc1[nH]n(C(N)=S)c(=O)c1N=Nc1ccc(S(=O)(=O)N2CCCCCC2)cc1 | 13 | -1.0 | -1.2

The listing continues:
SMILES	GAA850 FXN act	hcDAF12 agonist	SMARCA2 activ	ADAM10 inh	GC-A act	DAX1 inh-1	PG9 Ab binder	DAX1 inh-2	ssDAF12 agonist	ADAM17 inh	hgDAF-12 ag
O=C1c2ccccc2C(c2nnnn2Cc2ccccc2)N1CCc1ccc(O)cc1 (configuration not stated)	x	0.1	-3	-1	-1	x	-0.1	2.5	-0.5	-2	2.1
O=C(NNc1ccccc1[N+](=O)[O-])NC1CCCCC1	-0.3	-1.1	2	-3	1	0.2	-2.5	-0.4	-0.5	-3	5.0
O=C(CN(Cc1ccccc1)S(=O)(=O)c1ccc(Cl)cc1)NCC1CCCO1 (configuration not stated)	-0.1	-1.2	-2	0	0	0.0	-0.1	-0.3	-0.9	-3	-0.7
COc1ccc(CNc2nn[nH]n2)cc1OC	-1.1	0.3	-1	-3	3	-0.4	1.6	-0.1	-1.0	3	2.0
Clc1cccc(CN2CCN(Cc3nc(CCc4ccccc4)no3)CC2)c1	1.0	-0.6	-4	11	-3	0.7	-0.9	-0.6	-1.3	-1	2.1
Cc1ccc(-c2n[nH]c(=S)n2Cc2ccccc2)cc1	0.5	-1.7	-3	-6	3	-0.8	0.4	0.1	-0.9	-5	-1.4
CN(C(=O)c1cc(S(=O)(=O)N2CCc3ccccc32)cn1C)C1CCCCC1	-0.1	-0.8	0	2	-28	-1.1	0.3	-0.9	-1.1	-2	-3.8
COc1ccccc1NC(=O)c1c(Nc2ccccc2F)sc(C(=O)Nc2cccc(Cl)c2)c1N	1.4	2.5	-4	27*	-3	-0.8	-2.0	-0.7	-0.7	9.1*	0.2
COc1ccc(/C=C/C(=O)NC(=S)N2CCN(c3ccccn3)CC2)cc1OC	0.7	-1.4	-3	-37	2	-0.4	0.7	-0.7	-1.8	-10	-2.8
COc1ccc(C2=Nc3ccccc3N(C(=O)c3ccc4c(c3)OCO4)C2C(=O)NCc2ccccc2)cc1 (configuration not stated)	x	-0.8	-1	-4	1	x	-1.8	-0.5	-1.6	1	0.1
C[C@@H]1CN([C@H](C)CO)C(=O)Cc2cc(NC(=O)Nc3ccccc3)ccc2O[C@@H]1CN(C)Cc1ccc2c(c1)OCO2	-2.8	-2.3	2	20*	2	-1.5	0.4	-0.6	-2.1	4	-1.8
Cc1c(N=C2C=CC(=O)c3ccccc32)c(=O)n(-c2ccccc2)n1C	1.3	5.0	5	-2	73*	2.1	-20	-0.2	1.4*	0	4.3
O=C1NCCN1CCNS(=O)(=O)c1ccc(F)cc1	2.1	-2.4	-3	5	1	0.0	-1.4	-0.3	-0.8	-4	-1.4
CNC(=S)N1CCN(c2ccccn2)CC1	1.8	-0.2	0	-18	2	0.5	-1.7	0.1	-1.6	-5	-1.5
COC(=O)CN(c1ccc(OC)cc1)S(=O)(=O)c1ccc(OC)c(OC)c1	3.7	-2.5	5	-5	-5	0.4	-1.3	0.4	-1.5	4	0.3
C=CCNC(=S)NNC(=O)c1cc(Cl)ccc1OC	-0.5	2.3	-2	-2	-1	x	-1.1	-0.5	0.2	1	-0.9
CC(C)(C)NC(=O)C(c1ccncc1)N(C(=O)c1csnn1)c1cccc2ccccc12 (configuration not stated)	-3.8	3.7	3	-2	-4	1.2	-1.2	0.8	0.0	-3	-0.1
N#CC1=C(N)OC2=C(C(=O)CCC2)C1Cc1ccccc1 (configuration not stated)	0.7	0.1	0	-4	-3	0.4	-0.7	0.8	-0.8	-2	-1.3
COc1ccc(C(=O)NC23CC4CC(CC(C4)C2)C3)cc1OC	0.9	5.0	3	3	0	0.2	0.2	0.6	-0.1	2	4.8
Cc1oc(-c2ccccc2)nc1C(=O)Nc1nccs1	3.4	8.7*	1	-3	-3	1.7	0.4	1.8	0.7	-2	6.0
COc1ccc(N(C(=O)c2snc(C(N)=O)c2N)C(CC(C)C)C(=O)NCC2CCCO2)cc1 (configuration not stated)	-1.2	-2.4	-2	-6	-2	2.4	-1.2	0.6	-0.6	-2	-0.7
CC(C)(C)c1cccc(N/C(=C\C(=O)c2ccccc2)c2ccccc2)c1	x	2.2	-1	1	-2	x	0.0	0.8	-0.8	0	3.4
CCOC(=O)C1(Cc2cccc(OC)c2)CCN(Cc2cnc(C)s2)CC1	0.4	-0.7	-1	-5	-5	-0.6	0.8	-0.4	-1.8	-6	-0.4
COc1ccc(NC(=O)c2cccc3c(-c4cnn(C)c4)coc23)cc1	0.5	-0.5	-4	-1	2	x	1.5	-0.4	-1.2	-4	0.6
O=C1C2C3C=CC(C3=C(c3ccccc3)c3ccccc3)C2C(=O)N1Cc1ccccc1 (configuration not stated)	1.9	-1.6	1	-22	-1	0.0	-0.7	0.1	-1.7	3	0.2
Cc1cc(C)n(C2CC(=O)N(c3cc(Cl)cc(Cl)c3)C2=O)n1 (configuration not stated)	-0.4	2.5	0	2	-5	0.6	-0.7	0.1	-0.1	0	-1.1
COc1ccc(Cl)cc1N(CC(=O)NCCSc1ccccn1)S(=O)(=O)c1ccccc1	1.5	-1.3	-1	-5	-14	0.5	0.4	-0.3	-1.4	1	0.5
COC(=O)C1=C(C)NC(=S)NC1c1ccco1 (configuration not stated)	-0.8	1.3	4	-3	2	1.2	-2.9	0.4	-0.7	-5	0.2
CCn1c(=O)n(CC(=O)N(C)Cc2ccccc2)c(=O)c2ccccc21	-1.9	-0.8	1	-4	-1	0.2	-2.3	-0.5	-1.4	-2	-0.9
O=C(C[C@H]1C/C=C/CC[C@@H](Cc2ccc(F)cc2)C(=O)OC[C@H](c2ccccc2)NC1=O)NCCO	2.6	-0.4	0	6	1	0.9	0.1	0.0	-1.5	-2	0.2
Fc1ccccc1/C=C/c1ccc2ccccc2n1	-3.0	20*	4	-13	3	-3.5	0.6	5.8*	2.2*	-1	15*
COc1c(C)cc(S(=O)(=O)NC2CC(C)(C)NC(C)(C)C2)c(C)c1C	0.5	0.1	2	3	0	0.1	-1.2	-0.2	-0.7	-4	0.7
COCCOc1cc(N)c(Cl)cc1Cl	0.6	-0.8	-2	2	2	1.8	0.6	0.5	-0.7	1	2.2
Cc1cccc(C(=O)NCc2nnc(SC(C)C(=O)Nc3nnc(C)s3)n2C)c1 (configuration not stated)	0.3	0.4	-2	-6	3	0.0	-0.6	-0.1	0.1	-3	-1.5
COc1ccc(/C=N/NC(=O)c2ccc(Cn3cc([N+](=O)[O-])cn3)o2)cc1O	1.5	-0.9	1	2	-3	0.4	-0.4	0.4	-1.1	0	0.1
O=C(NCc1ccc2c(c1)OCO2)C1CCN(S(=O)(=O)c2cccs2)CC1	-0.6	-3.2	-1	-6	0	0.2	-1.6	-0.4	-1.0	3	-1.4
O=C(NC1CCCC1)C(c1ccncc1)N(C(=O)c1csnn1)C1CCCC1 (configuration not stated)	-0.8	0.1	0	-5	-2	-0.4	-0.9	0.1	-1.7	-3	4.0
O=C(Nc1ccc(Cl)c(S(=O)(=O)N2CCOCC2)c1)[C@@H]1CCCN1C(=O)c1cccs1	0.6	-1.1	0	-7	-1	1.2	2.2	-0.3	-1.3	-4	-0.3

High-throughput results deposited in PubChem BioAssay by several laboratories.
